GLP-1R inv ag – inverse agonists of human GLP-1 receptor; P43220; HEK293 GLP-1R CRE-luciferase, luminescence, 24 h; GLP-1R form is constitutively active; Potency, µM (doses to about 38.3 µM), without a hit: top-dose activity change, negative = inhibition, most hits filed as inhibitors; 1.6% of 410,000 active; AID 624417; note: potency is the fitted concentration of half-maximal effect; % is set by controls: 0 for no effect and ±100 for the full control effect; nearly all actives have a fitted effect of over 55% in size
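Seeding at 200 cells/uL, 12 h culture, 24 hr compound treatment, then luciferase reagent and a luminescence read; cells are HEK293 stably expressing a constitutively active GLP-1R plus cAMP-responsive luciferase.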
EPAC1 antagonist – EPAC1 (human) antagonism | 0.14% of 360,000 active | O95398 | Potency, µM (doses to about 115 µM), for inactives: at the top dose activity change, negative = inhibition, usual class: inhibitors | AID 720709 | EPAC1 GEF assay, Rap1b-BODIPY-GDP exchange fluorescence;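 note: potency is the fitted concentration of half-maximal effect; plate controls were vehicle for no effect and positive control for full effect; nearly all actives have a fitted effect of over 50% in size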
EPAC1 agonist – agonists of human EPAC1. Potency, µM (highest dose often 154 µM), without a hit: at the top dose activation, actives largely listed as activators. O95398. 0.073% of 360,000 active. EPAC1 agonist qHTS, biochemical assay; response scale: 100% = response to 6.5 mM cAMP. AID 720707; note: potency is the fitted concentration of half-maximal effect; nearly all actives have a fitted effect of over 60% in size
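Read-out is the fluorescence drop as BODIPY-GDP leaves Rap1B (480 nm excitation, 540 nm emission), recorded every 5 minutes over 30 minutes. Reactions held 100 nM EPAC1, 250 nM Rap1B–BODIPY-GDP and 50 uM GDP, with 6.5 mM cAMP setting full activation.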
GLP-1R agonist – agonists of human GLP-1 receptor. HEK293 GLP-1R CRE-luciferase, luminescence, 4-6 h; cells express a hypersensitive GLP-1R form. Potency, µM (doses to about 45.6 µM), for inactives: top-dose activation, actives largely listed as activators. 0.007% of 380,000 active; note: potency is the fitted concentration of half-maximal effect; % of control where 0% means no effect
PLK1 PBD block – inhibitors of human PLK1 polo-box domain binding | P53350 | Plk1 PBD binding of FITC phosphopeptide, fluorescence polarization | Potency, µM, for inactives: max response, negative = inhibition, usual class: inhibitors | 2.8% of 360,000 active | AID 720504; note: potency is the fitted concentration of half-maximal effect; series mostly up to about 57 µM; % is set by controls: 0 for no effect and ±100 for the full control effect; nearly all actives have a fitted effect of over 65% in size
IL2 activator – IL-2 activation. IL-2 activation reporter assay, cell-based qHTS; stimulated with anti-CD3/CD4/CD28 beads; in transgenic mouse T cells. activation, % (series mostly up to about 46 µM). 0.065% of 360,000 active. AID 652025; in the data active = activation above about 50%; inconclusive = mostly about 30% to 49%; note: 0% is about no effect
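Unstimulated transgenic mouse T cells preincubated 60 min with compound, then stimulated with anti-CD3/anti-CD4-coated beads plus anti-CD28 for 18 h at 37 degrees C. IL-2 response read as EGFP and DsRed fluorescence by plate cytometry.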
GLP1R cytotox – cytotoxicity in counter-screen for GLP-1R inverse agonists. HEK293 cAMP-luciferase reporter cells, luminescence, 24 h. Potency, µM (highest dose often 38.3 µM), inactives show top-dose activity change, negative = inhibition, most hits filed as inhibitors. 0.13% of 410,000 active. AID 624418;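 note: loss of luciferase light is scored as toxicity; potency is the fitted concentration of half-maximal effect; % is set by controls: 0 for no effect and ±100 for the full control effect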
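A 23 nL compound transfer followed 12 hours of cell culture at 37 deg C; exposure then lasted 24 hr. Luciferase assay detection reagent was dispensed and plates read for luminescence after a 12 min room-temperature wait.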
PTHR1 agonist – activates the human parathyroid hormone receptor PTHR1 | HEK293 GP2 PTHR1 cells, GloSensor cAMP luminescence, 1 h | Potency, µM (highest dose often 115 µM), inactives show at the highest dose activation, usual class: activators | 0.075% of 410,000 active; note: potency is the fitted concentration of half-maximal effect; nearly all actives have a fitted effect of over 55% in size; some results filed as inactive show a strong effect at the top dose; inactives centre near -15; many of its hits are not listed in these tables
Target sequence (Q03431 whole entry, looked up): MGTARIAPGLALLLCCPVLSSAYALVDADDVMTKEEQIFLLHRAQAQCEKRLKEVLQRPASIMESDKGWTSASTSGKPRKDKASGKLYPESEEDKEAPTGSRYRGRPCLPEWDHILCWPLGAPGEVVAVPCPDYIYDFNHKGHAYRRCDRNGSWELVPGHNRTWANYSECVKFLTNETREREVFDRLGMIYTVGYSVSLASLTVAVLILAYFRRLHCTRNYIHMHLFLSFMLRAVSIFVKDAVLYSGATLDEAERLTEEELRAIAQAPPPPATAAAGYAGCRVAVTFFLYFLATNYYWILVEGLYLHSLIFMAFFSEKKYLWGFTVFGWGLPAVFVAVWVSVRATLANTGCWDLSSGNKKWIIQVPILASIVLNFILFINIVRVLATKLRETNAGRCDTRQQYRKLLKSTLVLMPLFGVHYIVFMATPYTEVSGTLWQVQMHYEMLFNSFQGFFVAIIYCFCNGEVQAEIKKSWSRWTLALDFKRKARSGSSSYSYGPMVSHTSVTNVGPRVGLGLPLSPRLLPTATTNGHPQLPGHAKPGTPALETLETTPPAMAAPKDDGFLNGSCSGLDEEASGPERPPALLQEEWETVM
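HEK-293-derived GP2 cells expressing PTHR1 and a GloSensor cAMP reporter, 3,000/well, plated overnight, given luciferin plus IBMX (each 0.5 mM as added) for 1 h at 37 °C, then compound for 1 h at 37 °C. Luminescence was read after 15 min at room temperature.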
PI5P4Ka inh – blocks human PI5P4K alpha kinase activity; PI5P4Kalpha enzyme, ADP-Glo luminescence, 60 min; hits give low values; P48426; AID 652105; 1.2% of 330,000 active; max response, %; active = max response of -50% or lower; inconclusive = between -30% and -50%; inactive = -30% or higher; note: value at the top dose of about 77 µM; % is set by controls: 0 for no effect and ±100 for the full control effect
Target sequence (P48426 whole entry, looked up): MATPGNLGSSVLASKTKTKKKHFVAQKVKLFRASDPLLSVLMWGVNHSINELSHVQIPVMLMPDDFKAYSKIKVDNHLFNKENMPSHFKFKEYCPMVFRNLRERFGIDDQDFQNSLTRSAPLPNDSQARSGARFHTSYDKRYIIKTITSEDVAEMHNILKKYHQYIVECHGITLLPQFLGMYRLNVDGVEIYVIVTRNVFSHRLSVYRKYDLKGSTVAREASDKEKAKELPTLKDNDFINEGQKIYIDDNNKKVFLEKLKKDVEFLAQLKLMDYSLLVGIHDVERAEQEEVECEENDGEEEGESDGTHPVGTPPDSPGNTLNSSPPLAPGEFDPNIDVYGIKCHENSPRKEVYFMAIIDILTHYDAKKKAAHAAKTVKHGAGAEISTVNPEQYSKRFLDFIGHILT
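ADP-Glo luminescence end-point read after a 60 min room-temperature kinase reaction of PI5P4Kalpha plus substrate, initiated with ATP at 5 microM final. Buffer: 0.038 M HEPES pH 7.4, EGTA, 0.1% CHAPS, 5% DMSO.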
Numbers without * were called inactive; i = inactive; u = inconclusive; x = no result given; [ ] = remark or other dose. Unless noted, calls come from the whole dose curve; as a rule, active = well fitted curve in the direction sought with a large enough effect; inconclusive = small, poorly fitted or top-dose-only effect, or another doubt; inactive = no such curve, though single readings can be large; an effect the other way counts as inactive or inconclusive.

nr	Molecule	GLP-1R inv ag	EPAC1 antagonist	EPAC1 agonist	GLP-1R agonist	PLK1 PBD block
1	CNC(=O)COC(=O)/C=C/c1cn(-c2ccccc2)nc1-c1ccc(C)o1	17%	-17%	2%	21%	-16%
2	COc1ccccc1C(=O)N1CCN(c2nc3cc(C)c(C)cc3cc2C#N)CC1	4%	-3%	8%	1%	-6%
3	CCOC(=O)Cn1nc(C)c(NC(=O)c2cccc([N+](=O)[O-])c2)c1C	6%	1%	-10%	0%	-3%
4	CCCN(CC(=O)Nc1ccccc1C)C(=O)c1ccc(N2CCOCC2)c([N+](=O)[O-])c1	11%	-1%	-3%	0%	-3%
5	CCN1C=C(C(=O)OC)C(c2cccc(OC)c2OC)C(C(=O)OC)=C1	23%[7.66 µM]	5%	5%	0%	-20%
6	O=C(Nc1ccccc1N1CCCCC1)c1cccc(Cl)c1	u	2%	2%	19%	-3%
7	CCOCCCn1c(=N)c(C(=O)NCc2ccc3c(c2)OCO3)cc2c(=O)n3cccc(C)c3nc21	0%	6%	-1%	1%	-3%
8	COC(=O)c1ccc(C2/C(=C(/O)c3ccc(OC(C)C)cc3)C(=O)C(=O)N2c2cc(C)on2)cc1 (stereo not drawn)	1%	-4%	-8%	-8%	-5%
9	O=C(CCCc1nc(-c2ccccc2)no1)NC1CCCCC1	-16%	4%	-4%	7%	0%
10	COc1ccccc1NC(=O)Cn1cnc2c1c(=O)n(C)c(=O)n2C	14%	12%	2%	-7%	2%
11	COc1ccc(-c2c(C)nn3c(N4CCC5(CC4)OCCO5)cc(C)nc23)cc1OC	16%	5%	2%	10%	-5%
12	CN1C(=O)C2(c3ccccc31)N(c1cccc(F)c1)C(=O)CS2(=O)=O (stereo not drawn)	19%	x	x	0%	x
13	O=c1cc(-c2ccccc2)oc2ccc(O)cc12	85%[activator]	-17%	5%	17%	2%
14	Cc1cc(NC(=O)CCC(=O)N(CC(=O)NC2CCCC2)Cc2ccccc2Cl)no1	0%	10%	4%	-6%	-17%
15	CCCc1cc(C(=O)O)c2ccccc2n1	45%[activator]	15%	5%	-15%	-8%

nr	IL2 activator	GLP1R cytotox	PTHR1 agonist	PI5P4Ka inh
1	0.2	-33%	-6%	0
2	-3.4	18%	-18%[57.5 µM]	-11
3	-2.6	8%	i	1
4	-2.1	14%	i	-4
5	2.4	179%[activator][7.66 µM]	-52%[inhibitor]	-5
6	-0.4	23%	i	22
7	5.1	1%	-1%[57.5 µM]	x
8	-1.0	-1%	-11%	1
9	0.5	3%	-8%	1
10	0.1	-11%	i	-6
11	-1.6	-12%	-14%[57.5 µM]	0
12	x	3%	0%	x
13	-0.7	-6%	-8%	-9
14	-1.4	-11%	i	2
15	-0.8	-1%	i	x

The results go on:
nr	Molecule	GLP-1R inv ag	EPAC1 antagonist	EPAC1 agonist	GLP-1R agonist	PLK1 PBD block
16	Cc1ccc(C)c(NC(=S)N/N=C/C(C)c2ccccc2)c1 (stereo not drawn)	-3%	-13%	2%	5%	-8%
17	CC(C)c1cccc(-c2csc(C(O)c3ccc(F)cc3)n2)c1 (stereo not drawn)	u	-21%	-15%	-1%	8%
18	CCOC(=O)N1CCC(NC(=O)c2ccc3snnc3c2)CC1	20%	14%	-21%	-4%	-10%
19	O=C(c1ccc2nccnc2c1)N1CCN(Cc2ccc3c(c2)OCO3)CC1	1%	9%	3%	-5%	-10%
20	CC(=O)c1cc(-c2ccccc2)n(CC(=O)N2CCN(C3CCCC3)CC2)c1C	-20%	5%	-2%	2%	-29%
21	Cc1ccc(Cn2c(=O)c3ccccc3n3c(SCC(=O)N4CCCCC4C)nnc23)cc1 (stereo not drawn)	4%	7%	-2%	17%	1%
22	O=C(Nc1csc([N+](=O)[O-])c1)Nc1ccccc1Cl	u	-1%	-2%	5%	-4%
23	COc1ccc(NC(=O)CSc2[nH]c(=O)cc(C)c2C#N)cc1OC	8%	u	2%	15%	-9%
24	CCCn1c(SCc2ccc(Cl)cc2)nc2c1c(=O)[nH]c(=O)n2C	15%	-23%	4%	24%	21µM*
25	CCOC(=O)CC(NC(=O)c1cccc2c1C(=O)N(Cc1cccnc1)C2)c1ccc(OCC)c(OC)c1 (stereo not drawn)	114%[activator]	24%	-5%	25%	-5%
26	Cc1cc(C(=O)OCC(=O)Nc2cccc(S(=O)(=O)N3CCOCC3)c2)c(C)o1	-25%	4%	8%	3%	27µM*
27	Cc1ccc2nc(-c3ccncc3)cc(C(=O)NCc3ccccc3F)c2c1	6%	1%	-5%	12%	2%
28	Cc1cc(OCC(=O)Nc2ccc3c(c2)OCCO3)cc(C)c1Cl	-16%	7%	12%	-1%	-15%
29	CCOC(=O)c1ccc(CC(=O)c2ccc(O)c(O)c2O)o1	9%	u	-1%	-3%	u
30	Cc1ccc(S(=O)(=O)N2CCCCC2)cc1NC(=O)c1ccc2ccccc2n1	16%	11%	-2%	-1%	-12%

nr	IL2 activator	GLP1R cytotox	PTHR1 agonist	PI5P4Ka inh
16	-1.1	u	i	3
17	-0.9	-13%	-6%	26
18	-2.9	17%	i	-6
19	-2.8	5%	-9%[57.5 µM]	x
20	-2.1	-3%	i	2
21	1.0	-11%	i	x
22	-4.0	-6%	-12%	1
23	-1.1	1%	10%[57.5 µM]	x
24	0.6	-10%	-10%	-10
25	-0.8	-5%	i	-14
26	3.1	-3%	i	-16
27	0.5	-12%	-14%	2
28	-3.2	-13%	-14%	3
29	2.0	-7%	-23%	u
30	-0.2	-23%	i	2

Part of the list above, as tab-separated lines:
entry	Structure	GLP-1R inv ag	EPAC1 antagonist	EPAC1 agonist	GLP-1R agonist	PLK1 PBD block	IL2 activator	GLP1R cytotox	PTHR1 agonist	PI5P4Ka inh
19	O=C(c1ccc2nccnc2c1)N1CCN(Cc2ccc3c(c2)OCO3)CC1	1%	9%	3%	-5%	-10%	-2.8	5%	-9%[57.5 µM]	x
20	CC(=O)c1cc(-c2ccccc2)n(CC(=O)N2CCN(C3CCCC3)CC2)c1C	-20%	5%	-2%	2%	-29%	-2.1	-3%	i	2
21	Cc1ccc(Cn2c(=O)c3ccccc3n3c(SCC(=O)N4CCCCC4C)nnc23)cc1 (stereo not drawn)	4%	7%	-2%	17%	1%	1.0	-11%	i	x

(further entries)
nr	Molecule	GLP-1R inv ag	EPAC1 antagonist	EPAC1 agonist	GLP-1R agonist	PLK1 PBD block
31	Cn1c2ccc(F)cc2c2nnc(SCC(=O)Nc3cccc(O)c3)nc21	249%[activator]	-12%	-9%	u	-13%
32	Cc1cc2ccccc2cc1CN1CCOCC1	8%	2%	6%	5%	-6%
33	O=C(Oc1c(-c2ccccc2)c(=O)n2c3c(cccc13)CC2)c1ccccc1	-1%	u	14%	17%	-4%
34	Cc1cccc(OCCCC(=O)N2CCCCCC2)c1C	8.9µM*	0%	-7%	21%	-1%
35	O=C(Nc1cccc(S(=O)(=O)Nc2ccc(Cl)cc2)c1)c1cc2c(s1)CCCC2	u	-11%	22%	-8%	-3%
36	Cc1cc2c(NS(=O)(=O)c3ccc(F)cc3)cccc2nn1	13%	-13%	6%	-7%	-18%
37	O=C(Nc1cccc(Cl)c1)C1CCCN(C2=NS(=O)(=O)c3ccccc32)C1 (stereo not drawn)	-20%	u	u	-18%	0%
38	Cc1nc(-c2ccccn2)sc1C(=O)Nc1ccc(F)cc1	0%	-5%	2%	7%	-9%
39	Nc1nnc(CSCc2ccc(Cl)cc2Cl)s1	1%	-5%	10%	12%	19µM*
40	COc1ccc(C(=O)NCCc2c[nH]c3ccccc23)cc1OC	35%[activator]	-3%	10%	u	-4%
41	CC1(C)NC(=O)N(CC(O)COc2ccccc2C(=O)N2CCCCC2)C1=O (stereo not drawn)	0%	16%	-3%	0%	2%
42	CN(C)c1cc[n+](CC(=O)c2cccs2)cc1	12%	-14%	0%	-2%	3%
43	O=C(CCc1ccc(S(=O)(=O)N2CCOCC2)cc1)N/N=C/c1ccc(O)c(O)c1O	15%	-14%	-3%	-27%	11µM*
44	CS(=O)(=O)Nc1ccc(F)cc1	33%[activator]	21%	-10%	5%	0%
45	CCOC(=O)C1CCCN(C(=O)c2cc(Nc3ccc(OC)c(OC)c3)nc3ccccc23)C1 (stereo not drawn)	u	-5%	-6%	5%	5%
46	Cc1ccc(C(=O)NCCn2cc(SCC(=O)Nc3cc(C)on3)c3ccccc32)cc1	-19%	5%	-8%	0%	1%
47	Clc1ccc(Cc2noc(Cc3ccccc3)n2)cc1Cl	u	-10%	17%	1%	-3%
48	COc1ccc(CN2CCNC(=O)C2CC(=O)NCC2CCOCC2)cc1C (stereo not drawn)	-12%	15%	2%	3%	-7%

nr	IL2 activator	GLP1R cytotox	PTHR1 agonist	PI5P4Ka inh
31	0.9	-5%	-16%	2
32	-2.0	0%	i	x
33	-0.5	u	-20%	-9
34	-0.6	0%	-6%	8
35	-2.4	u	-22%	2
36	2.9	-9%	-35%[inhibitor]	1
37	-0.6	-22%	i	-2
38	-1.9	-24%	u	x
39	-1.3	-1%	i	-5
40	0.6	-4%	i	2
41	-3.3	0%	-24%	-6
42	0.1	7%	-27%	-7
43	0.0	12%	i	u
44	0.9	4%	i	-5
45	-0.9	u	-38%	7
46	-1.4	-5%	-36%[inhibitor]	2
47	0.5	10%	23%	x
48	-3.8	u	i	-1

Screens deposited in PubChem by National Center for Advancing Translational Sciences (NCATS).

Only part of the results is shown, so the mix of outcomes need not match the whole.
